High-throughput results deposited in PubChem by Broad Institute.
ARNT TACC3 PPI: disruptors of ARNT/TACC3 protein interaction, primary screen, biochemical, AlphaScreen, single concentration. AID 623870, 2012. inhibition, % at 9.99 µM. 390,000 tested, 0.66% active. AlphaScreen His-ARNT PAS-B/GST-TACC3 binding, luminescence; TACC3 fragment carries E629A point mutation. Transforming acidic coiled-coil-containing protein 3 (Homo sapiens), Q9Y6A5;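 active = mean inhibition of replicates at least 50% and at least half of replicates each reaching 50%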;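 note: 0% = complete ARNT plus TACC3 wells and 100% = ARNT alone without TACC3; many hits fall short of the cut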
Active calls of the source: *. Only part of the results is shown (hit frequency here may not be typical).

SMILES | ARNT TACC3 PPI
CCCC(=O)Nc1ccccc1NC(=O)CN(C)S(=O)(=O)c1ccccc1 | -4.6
Cc1ccc(-c2csc3nc(C)n(-n4cccc4)c(=O)c23)o1 | -0.4
CCCOc1ccc(N2C(=O)CC(N3CCOCC3)C2=O)cc1 (stereo not drawn) | -26.5
COC(=O)CC1C(=O)NC2CCCCC2N1C(=O)c1ccccc1 (stereo not drawn) | -6.8
CCn1c(=O)cc(SCC(=O)NCc2ccc(C)o2)c2ccccc21 | -6.5
CCOc1ccc(NC(=O)CN2CCN(CC(=O)c3ccc(OCC)cc3)CC2)cc1 | -3.5
O=C(Cn1[nH]c(=O)c2ccccc2c1=O)Nc1ccc(-c2nnc3n2CCCCC3)cc1 | -0.6
O=C(/C=C/c1ccc(Cl)cc1Cl)c1cccnc1 | 1.4
COC(=O)c1c(NC(=O)CCc2ccc(C)o2)sc(C)c1C | -10.4
Cc1ccc(-c2cc(C(F)F)n3ncc(C(=O)Nc4ccc(S(=O)(=O)Nc5ccccc5C)cc4)c3n2)cc1 | 0.5
COCC(=O)N(Cc1ccco1)c1nnc(C2CCOC2)s1 (stereo not drawn) | -5.8
CCC(Oc1ccc2ccccc2c1)C(=O)O (stereo not drawn) | -3.1
O=S(=O)(c1cnc[nH]1)N1CCc2ccccc21 | -6.0
Cc1nn(-c2ccccc2)c2nc(-c3ccco3)cc(C(=O)O)c12 | 0.2
CC(NC(=O)CCOc1ccccc1)c1ccccc1 (stereo not drawn) | 3.4
N#CCCN(Cc1cccnc1)C(=O)c1ccc(S(=O)(=O)N2CCOCC2)cc1 | -1.7
CCCOC(=O)Nc1ccc(N2CCCCC2)cc1 | 19.5
Cc1oc(C)c2c(=O)ccc3c(c12)OC(N)=C(C#N)C3c1ccccc1 (stereo not drawn) | 6.7
COCCn1nnnc1C(c1ccc(OC)c(OC)c1)N1CCN(c2nc3ccccc3s2)CC1 (stereo not drawn) | 0.4
COC(=O)N1C(=O)[C@@](c2ccccc2)(C2CCCC2)N1C(=O)OC | 2.3
O=C1Nc2ccccc2C1=Nc1ccc(F)cc1 | -15.0
COc1ccccc1/C=C/C(=O)OC(C)CN1CCOCC1 (stereo not drawn) | 8.8
CSc1ccccc1C(=O)Nc1ccc2c(c1)OCCO2 | 3.3
Cc1ccc(N2C(=O)c3ccccc3C2=O)cc1C | 1.2
COc1cccc(OC)c1C(=O)Nc1nnc(C(C)C)s1 | -5.8
Cc1ccccc1C(=O)Oc1ccc(Sc2ccc(O)cc2)cc1 | 2.6
CCOC(=O)c1c(C)c(C(=O)NCCc2ccc(S(N)(=O)=O)cc2)c(C)n1CC | -1.1
COc1ccc(Cc2nnc(SCc3nc4ccccc4c(=O)[nH]3)n2C)cc1 | 0.3
COC(=O)c1cc2n(n1)CCN(Cc1ccccc1Cl)C2=O | -4.2
CC(CC(=O)O)CC(=O)Nc1ccccc1C(=O)O (stereo not drawn) | 0.9

Reformatted with tabs: entries from further up.
SMILES	ARNT TACC3 PPI
CCCC(=O)Nc1ccccc1NC(=O)CN(C)S(=O)(=O)c1ccccc1	-4.6
Cc1ccc(-c2csc3nc(C)n(-n4cccc4)c(=O)c23)o1	-0.4
CCCOc1ccc(N2C(=O)CC(N3CCOCC3)C2=O)cc1 (stereo not drawn)	-26.5
COC(=O)CC1C(=O)NC2CCCCC2N1C(=O)c1ccccc1 (stereo not drawn)	-6.8
CCn1c(=O)cc(SCC(=O)NCc2ccc(C)o2)c2ccccc21	-6.5
CCOc1ccc(NC(=O)CN2CCN(CC(=O)c3ccc(OCC)cc3)CC2)cc1	-3.5
O=C(Cn1[nH]c(=O)c2ccccc2c1=O)Nc1ccc(-c2nnc3n2CCCCC3)cc1	-0.6
O=C(/C=C/c1ccc(Cl)cc1Cl)c1cccnc1	1.4
COC(=O)c1c(NC(=O)CCc2ccc(C)o2)sc(C)c1C	-10.4
Cc1ccc(-c2cc(C(F)F)n3ncc(C(=O)Nc4ccc(S(=O)(=O)Nc5ccccc5C)cc4)c3n2)cc1	0.5
COCC(=O)N(Cc1ccco1)c1nnc(C2CCOC2)s1 (stereo not drawn)	-5.8
CCC(Oc1ccc2ccccc2c1)C(=O)O (stereo not drawn)	-3.1
O=S(=O)(c1cnc[nH]1)N1CCc2ccccc21	-6.0
Cc1nn(-c2ccccc2)c2nc(-c3ccco3)cc(C(=O)O)c12	0.2
CC(NC(=O)CCOc1ccccc1)c1ccccc1 (stereo not drawn)	3.4
N#CCCN(Cc1cccnc1)C(=O)c1ccc(S(=O)(=O)N2CCOCC2)cc1	-1.7
CCCOC(=O)Nc1ccc(N2CCCCC2)cc1	19.5
Cc1oc(C)c2c(=O)ccc3c(c12)OC(N)=C(C#N)C3c1ccccc1 (stereo not drawn)	6.7
COCCn1nnnc1C(c1ccc(OC)c(OC)c1)N1CCN(c2nc3ccccc3s2)CC1 (stereo not drawn)	0.4
COC(=O)N1C(=O)[C@@](c2ccccc2)(C2CCCC2)N1C(=O)OC	2.3
O=C1Nc2ccccc2C1=Nc1ccc(F)cc1	-15.0
COc1ccccc1/C=C/C(=O)OC(C)CN1CCOCC1 (stereo not drawn)	8.8
CSc1ccccc1C(=O)Nc1ccc2c(c1)OCCO2	3.3
Cc1ccc(N2C(=O)c3ccccc3C2=O)cc1C	1.2
COc1cccc(OC)c1C(=O)Nc1nnc(C(C)C)s1	-5.8
Cc1ccccc1C(=O)Oc1ccc(Sc2ccc(O)cc2)cc1	2.6
CCOC(=O)c1c(C)c(C(=O)NCCc2ccc(S(N)(=O)=O)cc2)c(C)n1CC	-1.1

The list goes on.
SMILES | ARNT TACC3 PPI
COCCNC(=O)c1cnn2c(C(F)(F)F)cc(-c3ccc4c(c3)OCO4)nc12 | 0.5
O=C(N/N=C/c1cccnc1)c1cccc(NC(=O)c2ccc(Cl)cc2)c1 | 0.7
CCCSCCCNC(=O)c1cc2c(s1)CS(=O)(=O)C2 | -0.6
COc1cc(NC(=O)CN2C(=O)NC(C)(CCC(C)C)C2=O)cc(OC)c1 (stereo not drawn) | -3.4
Cc1ccc(Cc2cnc(NC(=O)/C(C#N)=C/c3ccc(-c4cccc([N+](=O)[O-])c4)o3)s2)cc1 | -9.1
CC(CN1CCOCC1)C(=O)O (stereo not drawn) | -6.2
COc1ccccc1Nc1nc(N)nc(CN2CCN(c3ccccc3)CC2)n1 | 18.2
O=C(NCCc1ccc(F)cc1)c1cccc2c1C(=O)c1ccc(N3CCC(Cc4ccccc4)CC3)cc1S2(=O)=O | 4.4
CCOC(=O)N1CCC(NC(=O)CN2C(=O)C(CC)Oc3ccc(C)cc32)CC1 (stereo not drawn) | -1.8
CN1C(=S)SC(N(O)C(=O)Nc2ccccc2)C1(C)C (stereo not drawn) | -9.6
O=C(Nc1ccccc1N1CCCCC1)c1ccc(N2C(=O)c3ccccc3C2=O)cc1 | -0.8
CC1(C)OC(=O)C(=C2CCCN2)C(=O)O1 | 2.5
CCN(C(=O)CSc1nnnn1-c1cc(C)ccc1OC)C1CCS(=O)(=O)C1 (stereo not drawn) | -4.0
COc1cccc(CNc2ccc(S(N)(=O)=O)cc2)c1OC | 2.8
Cc1nc(NC2=NCN(CCCN3CCOCC3)CN2)nc2c(C)cccc12 | 13.8

4 compounds out of the list above, sorted by their value in ARNT TACC3 PPI, largest number first:
SMILES | ARNT TACC3 PPI
COc1ccccc1Nc1nc(N)nc(CN2CCN(c3ccccc3)CC2)n1 | 18.2
Cc1nc(NC2=NCN(CCCN3CCOCC3)CN2)nc2c(C)cccc12 | 13.8
CC1(C)OC(=O)C(=C2CCCN2)C(=O)O1 | 2.5
Cc1ccc(Cc2cnc(NC(=O)/C(C#N)=C/c3ccc(-c4cccc([N+](=O)[O-])c4)o3)s2)cc1 | -9.1

The list goes on:
SMILES | ARNT TACC3 PPI
CCCCn1c(SC(C)C(N)=O)nc2cc(C(=O)OC)ccc2c1=O (stereo not drawn) | 0.5
CC1(C)Cn2c(nnc2-c2cccc(O)c2)S1 | -5.5
COc1ccc(-c2nnc(SCC(=O)c3[nH]c(C)c(C(C)=O)c3C)o2)cc1 | -0.1
COc1cc(C(=O)Nc2ccc(N(C)C)cc2)cc(OC)c1OC | 8.9
COc1ccc(CCNC(=O)CSc2nnc(-c3cccc(C)c3)o2)cc1OC | -9.3
COc1cc(CNCc2cccs2)cc(Br)c1OC | -0.1
N#Cc1c(-c2ccccc2)c(-c2ccccc2)nn(CC(=O)NNC(=O)Nc2ccc(Cl)c(Cl)c2)c1=O | -1.5
Cc1cccc2nc(C(F)(F)F)nc(=O)n12 | 2.8
Nc1cccc(-c2nc3ccc(N)cc3s2)c1 | 5.3
Cc1c(NC(=O)C(C)Sc2ccc3ccccc3n2)c(=O)n(-c2ccccc2)n1C (stereo not drawn) | -4.2
Clc1ccc(Nc2nc(NCCN3CCOCC3)nc(N3CCOCC3)n2)cc1 | 24.6
CC(C)NS(=O)(=O)c1ccc(CCC(=O)NCc2ccc3c(c2)OCO3)cc1 | 2.1
Cc1ccc(C(=O)NCC(=O)NCC(=O)OCc2ccc(Oc3ccc([N+](=O)[O-])cc3)cc2)cc1 | -1.2
CCN1C(=O)C2(Nc3ccccc3-c3nc4ccccc4n32)c2cc(OC)ccc21 (stereo not drawn) | 3.8
Cn1c(=O)c2c(nc(CN3CCN(C(=O)c4ccco4)CC3)n2Cc2ccc(Cl)cc2)n(C)c1=O | 1.0
CS(=O)(=O)Nc1ccc(-c2n[nH]c(=S)n2-c2ccccc2)cc1 | 27.6
C/C(=N\NC(=O)c1ccc(OC2CCCC2)cc1)c1ccc(C)s1 | -0.6
NS(=O)(=O)c1ccc(CNC(=O)CC23CC4CC(CC(C4)C2)C3)cc1 | -7.6
Cc1occc1C(=O)Nc1ccc2c(c1)OCO2 | -4.0
Cn1nccc1NC(=O)Nc1ccccc1 | 0.0
N#Cc1cccc(NC(=O)CCC2CCCC2)c1 | -14.9
CCN1CCc2c(C#N)c(N3CCCCC3)nc(N3CCOCC3)c2C1 | 3.3
COc1ccc(CN(Cc2cccnc2)C(=S)NCCc2ccccc2)cc1OC | -17.9
CCc1cc(=O)oc2c(C)c(OCC(=O)NC3CC(C)(C)NC(C)(C)C3)ccc12 | -10.1
C=CCn1c(NCCc2ccccc2)nc2c1c(=O)n(C)c(=O)n2C | -4.9
N#CC1=C(SCc2ccccc2)NC(=O)C(C#N)C12CCCC2 (stereo not drawn) | -1.3
CC1=C(C(=O)N(C)C)C(c2cccc(Cl)c2)NC(=O)N1 (stereo not drawn) | -1.7
O=C(N/N=C/C1CC=CCC1)c1ccccc1O (stereo not drawn) | -2.6
CCn1c(SC)nnc1-c1nnc(SC)n1CC | -16.7
CCc1nc(C)cn1S(=O)(=O)c1cc(Cl)c(OC)cc1Cl | -9.9
CN(C)C=NC(=O)c1ccc([N+](=O)[O-])c(CS(=O)(=O)c2ccc(Cl)cc2)c1 | -5.3
Cc1ccc(CN2C(=O)CCC2C(=O)NC2CC2)cc1 (stereo not drawn) | -12.8
O=C(Oc1ccc2ccccc2c1)c1ccccc1 | 2.1
c1cncc(-c2noc(CC3CCCCC3)n2)c1 | -10.2
COc1ccccc1N1C(=O)c2ccccc2NC1c1ccncc1 (stereo not drawn) | -8.3
Cc1ccc(C(=O)Nc2ccc(Cc3ccncc3)cc2)cc1[N+](=O)[O-] | 0.3
COc1ccc(C(NC(=O)CNC(C)=O)C(=O)Nc2ccc(C(C)C)cc2)cc1 (stereo not drawn) | -3.3
CC(C)CSc1ncc(-c2cccc(C(F)(F)F)c2)cn1 | -14.7
COc1ccc(NC(=O)CN2CCN(S(=O)(=O)c3ccc(Cl)cc3)CC2)cc1Cl | -0.1
COc1ccc(NC(=O)CN2CCN(CC(=O)Nc3ccc(OC)c(OC)c3)CC2)cc1 | 4.1
O=C(Nc1ccccc1)N(CCCN1CCOCC1)Cc1cc2cc3c(cc2[nH]c1=O)OCCO3 | -6.1
COCCCN1C(=O)c2ccc(C(=O)NCc3ccco3)cc2C1=O | -1.7
CCN(CC)S(=O)(=O)c1cccc(NC(=O)COC(=O)CCC(=O)c2cccs2)c1 | -0.2
CCN(CC)c1c2c(c(C#N)c3nc4ccccc4n13)CCC2 | -13.6
COC(=O)c1c(-c2cccs2)csc1NC(=O)c1cccnc1 | -4.6
O=S(=O)(NCc1cn2ccsc2n1)c1ccc2c(c1)OCCO2 | 0.1
Cc1cc2cc(CCNS(C)(=O)=O)c(=O)[nH]c2cc1C | -5.0
Cc1c(C(=O)OC(C)C)[nH]c2c1C(=O)CCC2 | 12.6
Nc1nonc1C(=Nc1ccccc1)NO | -0.8
O=C(OCc1nc2ccccc2[nH]1)C12CC3CC(CC(C3)C1)C2 | 3.2
CCn1c(SCC(=O)NC)nnc1C(C)C | -12.3
N#CC(C(=O)Nc1ccc(Cl)cc1)=C1Nc2ccccc2N1 | -10.1
Cc1ccc(C)c(N=C2NC(=O)CS2)c1 | -1.4
CCCCC(CC)C(=O)Nc1ccc(Cl)cn1 (stereo not drawn) | 6.8
N#Cc1c(-c2cccs2)cc(-c2ccccn2)nc1N | -1.4
COc1ccc2c(c1OC)C(=O)N(c1ncn[nH]1)C2 | 12.2
COC(=O)c1c(NC(=O)C2CC=CCC2C(=O)O)sc(C(N)=O)c1C (stereo not drawn) | 4.9
CN(C)S(=O)(=O)c1cccc(COC(=O)C2=COCCO2)c1 | -1.3
C=CCn1c(SCC(=O)Nc2ccc(C(=O)OCC)cc2)nnc1-c1sc(N)nc1C | -0.8
O=C(c1ccc(CN2CCOCC2)cc1)N1CCN(c2ccccc2F)CC1 | -3.8
The listing continues.
SMILES | ARNT TACC3 PPI
Cc1ccn2c(/C=N/OCc3cccc(F)c3)c(-c3ccc(Cl)cc3)nc2c1 | 0.9
Clc1ccc(Cn2ncc3c(N4CCOCC4)ncnc32)cc1 | -2.4
COc1ccccc1-c1cc(C(=O)NCc2ccc(Cl)cc2)no1 | -8.8
N=C1C(c2nc(-c3ccc(F)cc3)cs2)=C(O)CN1Cc1ccc(Cl)cc1 | -17.4
